# Assay outcomes: PubChem BioAssay, several laboratories
# MEKK2mut PB1 HTS: signal of MEK5 binding to mutant human MEKK2 PB1 domain. bead flow cytometry, Alexa488-MEK5 binding to MEKK2 mutant. percent response, % at 10 µM. 0.35% of 290,000 active. AID 1530; in the data active means percent response above about 24%, passing the limit was not always enough; further: inactives centre near 1; some results filed as inactive read as strong as hits; reference of the scale not given here
# OXTR ag: activates the human oxytocin receptor | P30559 | CHO-OTR cells, Fluo-8 calcium fluorescence; normalized: DMSO 0%, oxytocin 100% | 0.32% of 320,000 active | activation, % at 3 µM;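 active means activation above the mean of all tested compounds plus 3 SD, cutoff set per screening run, cut at about 20% in these data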;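 further: peak over basal fluorescence ratio from a 100 s FLIPR kinetic read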
# MEKK3 PB1 HTS: MEKK3-MEK5 PB1 interaction, increase or decrease | Q99759 | bead-based flow cytometry, Alexa488-MEK5 binding to MEKK3; actives lie on both sides; 0 = blocked by unlabeled MEK5, 100 = vehicle | binding response (% of control), % at 10 µM | 1.4% of 290,000 active | AID 1529;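 active means binding response more than 3 SD above or below the average of its plate-row segment, actives on both sides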;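 further: Alexa488 bead fluorescence after subtracting the streptavidin-only scavenger bead signal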
# Target sequence (Q99759 whole entry, looked up): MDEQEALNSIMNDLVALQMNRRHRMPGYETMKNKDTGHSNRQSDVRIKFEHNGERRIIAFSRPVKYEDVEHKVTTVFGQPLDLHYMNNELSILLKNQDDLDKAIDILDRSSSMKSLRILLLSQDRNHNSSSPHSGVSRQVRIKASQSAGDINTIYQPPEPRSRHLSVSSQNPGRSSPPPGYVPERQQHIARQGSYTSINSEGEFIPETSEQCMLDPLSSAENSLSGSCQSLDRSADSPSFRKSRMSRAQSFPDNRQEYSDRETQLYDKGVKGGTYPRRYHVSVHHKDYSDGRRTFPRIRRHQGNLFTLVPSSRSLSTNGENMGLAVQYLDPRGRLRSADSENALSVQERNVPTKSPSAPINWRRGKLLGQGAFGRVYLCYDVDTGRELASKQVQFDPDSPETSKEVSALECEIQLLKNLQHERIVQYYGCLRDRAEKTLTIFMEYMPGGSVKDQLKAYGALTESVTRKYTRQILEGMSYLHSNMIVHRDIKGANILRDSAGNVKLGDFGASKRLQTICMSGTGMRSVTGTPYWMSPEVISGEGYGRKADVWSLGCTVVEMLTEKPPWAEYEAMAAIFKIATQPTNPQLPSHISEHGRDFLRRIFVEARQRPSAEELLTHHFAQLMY
# MEKK2 WT-MEK5: raises or lowers MEK5 binding to wildtype human MEKK2 PB1 domain. Q9Y2U5. 1.1% of 290,000 active. AID 1531. binding response (% of control), % at 10 µM. bead flow cytometry, Alexa488-MEK5 binding to MEKK2 WT; actives lie on both sides; in the data active means binding response below about 67% or above about 130%
# GPR7 antag: blocks human GPR7 receptor signaling. P48145. inhibition, % at 4.4 µM. 1.1% of 290,000 active. GPR7-expressing cells, fluorescence antagonist assay. AID 1861; in the data active means inhibition above about 16%, passing the limit was not always enough;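 further: cells stimulated with the agonist NPW; 0% = agonist with vehicle and 100% = vehicle without agonist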
# Target sequence (P48145 whole entry, looked up): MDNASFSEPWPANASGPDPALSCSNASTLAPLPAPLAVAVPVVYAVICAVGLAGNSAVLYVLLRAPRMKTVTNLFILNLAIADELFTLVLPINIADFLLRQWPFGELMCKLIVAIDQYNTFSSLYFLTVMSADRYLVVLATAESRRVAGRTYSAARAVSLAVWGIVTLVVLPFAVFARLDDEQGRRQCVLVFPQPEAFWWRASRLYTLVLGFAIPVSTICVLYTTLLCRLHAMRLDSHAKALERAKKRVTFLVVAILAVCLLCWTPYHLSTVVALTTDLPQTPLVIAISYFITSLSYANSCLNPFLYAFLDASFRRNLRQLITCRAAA
# M18AAP inhibitor: blocks P. falciparum M18 aspartyl aminopeptidase; recombinant PfM18AAP, H-Glu-NHMec fluorogenic cleavage; 1.2% of 290,000 active; AID 1822; inhibition, % at 7.35 µM;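 active means inhibition above the campaign mean inhibition over all tested compounds plus 3 SD, cut at about 28% in these data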;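 further: 0% = plate median of test compound wells and 100% = 2 mM ZnCl2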
# NALP1 inh: NALP1 inhibition; inhibition, % at 10 µM; 0.61% of 280,000 active; S. cerevisiae NALP1/ASC/caspase-1 growth, X-gal OD620, 72 h; AID 2071; in the data active means inhibition mostly above about 24%, no sharp cut-off; inactive means mostly below about 32%; further: some compounds called inactive have numbers as strong as hits
# PHOSPHO1 block: PHOSPHO1 (human) inhibition | inhibition, % at 13.3 µM | 1.1% of 290,000 active | recombinant PHOSPHO1, absorbance phosphatase assay; in the data active means inhibition above about 60%
# FID counter: counter-screen for HCV NS3 helicase inhibitors: DNA intercalator displacement | DNA fluorescent intercalator displacement, fluorescence | inhibition, % at 7.9 µM | 0.17% of 290,000 active; in the data active means inhibition above about 37%;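 further: 0% = vehicle and 100% = reference compound; higher means more ethidium bromide displaced from hairpin DNA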
# * = called active by the depositor; . = no result given.
SMILES,MEKK2mut PB1 HTS,OXTR ag,MEKK3 PB1 HTS,MEKK2 WT-MEK5,GPR7 antag,M18AAP inhibitor,NALP1 inh,PHOSPHO1 block,FID counter
CCCc1ccc2oc(C(=O)N3CCN(CC(=O)NC(C)C)CC3)c(C)c2c1,11,0.9,110,111,-3,-5,12,.,-38
Clc1ccsc1-c1csc(-c2cccnc2)n1,1,-2.4,105,103,-5,-7,-3,2,-4
O=C(NCc1nc2ccccc2[nH]1)C1=C[C@H](C2CCCCC2)C[C@H](OCc2ccc(CO)cc2)O1,7,-0.9,97,107,-16,1,1,26,-7
O=C1CC(c2ccccc2)CN1C(=O)c1ccccc1 (stereo unspecified),-5,-0.7,95,96,-2,4,3,2,-5
COc1ccc(N(CC(=O)NC2CCCCC2)C(=O)CNC(=O)c2cccs2)cc1OC,-1,0.1,96,99,-4,3,1,44,-30
O=C(CSCc1ccc(C(=O)O)cc1)Nc1ccc2ccccc2c1,-3,0.2,97,95,1,3,-8,2,-23
O=S(=O)(c1cnccc1N1CCN(/N=C/c2ccc(Cl)cc2)CC1)N1CCCCC1,9,0.4,108,105,-8,5,15,-29,0
CC1CCN(c2ccccc2NC(=O)c2ccc(Br)o2)CC1,-2,-0.9,100,95,-20,-2,-8,37,-29
Cn1c(C(=O)OC(C(=O)NCC2CCCO2)c2cccnc2)cc2sccc21 (stereo unspecified),-3,-1.1,91,90,-6,-1,1,-11,-19
COc1ccc(-c2nnc(NC(=O)c3cccs3)s2)c(OC)c1,-9,5.0,94,89,-9,2,16,39,3
O=C1SCCC1NS(=O)(=O)c1ccccc1[N+](=O)[O-] (stereo unspecified),1,1.3,100,97,-17,-5,11,18,-5
COc1ccc(C(C(=O)NC(C)(C)C)N(C(=O)CCC(=O)Nc2cc(C)on2)c2c(C)cccc2C)cc1 (stereo unspecified),3,-0.9,101,101,-7,4,2,35,-50
O=C(Nc1ccc(Cl)c(Cl)c1)N1N=CCC1c1ccccc1 (stereo unspecified),0,.,133*,116,7,-6,2,39,-3
COc1cc(/C=N\NC(=O)c2ccc(-c3ccccc3)cc2)ccc1OCC(N)=O,-4,.,96,97,-20,2,12,16,-33
COc1cc(NC(=O)c2ccc(F)cc2)c(OC)cc1NC(=O)CN1CCOCC1,-9,-2.2,84,82,-6,5,0,10,-20
COc1ccccc1NS(=O)(=O)c1ccc(C)c(C(=O)NCC2CCCO2)c1 (stereo unspecified),-5,0.9,97,95,-5,7,7,-2,-6
COC(=O)c1sccc1NC(=O)CSc1ccccc1NS(=O)(=O)c1ccccc1Cl,0,2.8,104,104,-11,-12,35,-2,-9
COC(=O)C(C)Sc1nc2ccsc2c(=O)n1Cc1ccccc1 (stereo unspecified),1,-2.4,98,95,-5,-1,-9,27,-33
O=C(Nc1ccnc(-c2ccncc2)n1)c1cccs1,-53,-1.3,90,97,-3,-1,38*,4,3
CC(=O)n1nc(-c2ccccc2)nc1NCc1ccc(F)cc1,-2,-1.5,105,104,-19,0,10,10,-5
O=C(N/N=C/c1ccc(N2CCOCC2)s1)c1ccccc1Br,-1,-0.7,121,108,-9,41*,-14,-72,-6
Cc1cc(Cl)ccc1NC(=S)N1CCN(Cc2ccc3c(c2)OCO3)CC1,5,7.9,105,101,-7,-2,4,-5,2
O=C(Nc1nccs1)c1ccc(S(=O)(=O)N2CCOCC2)cc1,-3,1.4,98,96,2,2,1,24,2
COc1ccc(CN2CCNC(=O)C2CC(=O)N2CCCCO2)cc1OC (stereo unspecified),12,-0.4,112,112,-15,-11,11,11,-6

# Reformatted with two lines to a compound: part of the list above.
# The line under a structure holds: MEKK2mut PB1 HTS	OXTR ag	MEKK3 PB1 HTS	MEKK2 WT-MEK5	GPR7 antag	M18AAP inhibitor	NALP1 inh	PHOSPHO1 block	FID counter
COc1ccc(-c2nnc(NC(=O)c3cccs3)s2)c(OC)c1
  -9	5.0	94	89	-9	2	16	39	3
O=C1SCCC1NS(=O)(=O)c1ccccc1[N+](=O)[O-] (stereo unspecified)
  1	1.3	100	97	-17	-5	11	18	-5
COc1ccc(C(C(=O)NC(C)(C)C)N(C(=O)CCC(=O)Nc2cc(C)on2)c2c(C)cccc2C)cc1 (stereo unspecified)
  3	-0.9	101	101	-7	4	2	35	-50
O=C(Nc1ccc(Cl)c(Cl)c1)N1N=CCC1c1ccccc1 (stereo unspecified)
  0	.	133*	116	7	-6	2	39	-3
COc1cc(/C=N\NC(=O)c2ccc(-c3ccccc3)cc2)ccc1OCC(N)=O
  -4	.	96	97	-20	2	12	16	-33
COc1cc(NC(=O)c2ccc(F)cc2)c(OC)cc1NC(=O)CN1CCOCC1
  -9	-2.2	84	82	-6	5	0	10	-20
COc1ccccc1NS(=O)(=O)c1ccc(C)c(C(=O)NCC2CCCO2)c1 (stereo unspecified)
  -5	0.9	97	95	-5	7	7	-2	-6
COC(=O)c1sccc1NC(=O)CSc1ccccc1NS(=O)(=O)c1ccccc1Cl
  0	2.8	104	104	-11	-12	35	-2	-9
COC(=O)C(C)Sc1nc2ccsc2c(=O)n1Cc1ccccc1 (stereo unspecified)
  1	-2.4	98	95	-5	-1	-9	27	-33
O=C(Nc1ccnc(-c2ccncc2)n1)c1cccs1
  -53	-1.3	90	97	-3	-1	38*	4	3
CC(=O)n1nc(-c2ccccc2)nc1NCc1ccc(F)cc1
  -2	-1.5	105	104	-19	0	10	10	-5
O=C(N/N=C/c1ccc(N2CCOCC2)s1)c1ccccc1Br
  -1	-0.7	121	108	-9	41*	-14	-72	-6
Cc1cc(Cl)ccc1NC(=S)N1CCN(Cc2ccc3c(c2)OCO3)CC1
  5	7.9	105	101	-7	-2	4	-5	2
O=C(Nc1nccs1)c1ccc(S(=O)(=O)N2CCOCC2)cc1
  -3	1.4	98	96	2	2	1	24	2

# Next part:
SMILES,MEKK2mut PB1 HTS,OXTR ag,MEKK3 PB1 HTS,MEKK2 WT-MEK5,GPR7 antag,M18AAP inhibitor,NALP1 inh,PHOSPHO1 block,FID counter
COc1ccc(/C=N/NC(=O)c2ccc(NC(=O)C3CCCCC3)cc2)cc1O,3,-1.3,100,103,-17,2,14,41,-31
CCCCc1cc(=O)oc2cc(OC(C)C(=O)NCC3CCC(C(=O)O)CC3)c(Cl)cc12 (stereo unspecified),2,0.7,99,104,-2,-5,19,8,-49
Fc1ccc2nc3n(c2c1F)CCCCCC3,6,-1.6,98,101,2,-11,7,26,2
Cc1noc(NS(=O)(=O)c2ccc(NC(=O)Cc3ccc([N+](=O)[O-])cc3)cc2)c1C,4,0.5,99,97,17,15,20,38,-16
NC1=NC(=O)/C(=C/c2ccccc2OS(=O)(=O)c2ccc3ccccc3c2)S1,-5,0.2,97,97,-3,-6,25,-11,5
CCOC(=O)c1cc(-c2ccccc2)n(CC(=O)Nc2ccc(OCC)cc2)c1C,-2,-0.5,102,104,4,0,24,0,-6
CC(C)CCN1CCN(Cc2nc(-c3ccc(F)cc3)cs2)CC1CCO (stereo unspecified),-8,3.3,89,92,-1,-15,4,31,10
O=C(NCCC(=O)N1CCC2(CC1)NCCc1[nH]cnc12)c1cccc(Br)c1,2,0.5,102,100,-3,0,11,-14,2
O=C(ON=C1CCN(S(=O)(=O)c2ccccc2)CC1)c1ccc(Cl)cc1,-1,0.8,99,99,-7,4,-33,2,-12
COc1ccc(OC)c(-c2nnc(SCC(=O)NC3CCCCC3)o2)c1,6,-1.9,100,102,-7,-1,.,13,-14
O=[N+]([O-])c1cc([N+](=O)[O-])c2nonc2c1Nc1ccccc1O,16,.,106,106,-13,38*,15,48,3
Cc1ccc(C(=O)NCC(=O)Nc2cccc(S(=O)(=O)NC3=NCCCCC3)c2)cc1C,3,-0.4,103,102,-14,-5,-2,20,-20

# Two of these compounds in a different format:
structure	MEKK2mut PB1 HTS	OXTR ag	MEKK3 PB1 HTS	MEKK2 WT-MEK5	GPR7 antag	M18AAP inhibitor	NALP1 inh	PHOSPHO1 block	FID counter
COc1ccc(OC)c(-c2nnc(SCC(=O)NC3CCCCC3)o2)c1	6	-1.9	100	102	-7	-1	.	13	-14
O=[N+]([O-])c1cc([N+](=O)[O-])c2nonc2c1Nc1ccccc1O	16	.	106	106	-13	38*	15	48	3

# Further compounds:
SMILES,MEKK2mut PB1 HTS,OXTR ag,MEKK3 PB1 HTS,MEKK2 WT-MEK5,GPR7 antag,M18AAP inhibitor,NALP1 inh,PHOSPHO1 block,FID counter
CSc1nc2[nH]c3c(c2c2nncn12)CC(C)(C)OC3,22,-0.5,106,106,0,2,5,16,-3
CC(C)Oc1cccc(C(=O)C2CCCN(C(=O)c3noc4c3CCCC4)C2)c1 (stereo unspecified),4,-2.7,108,106,-4,-15,0,15,-29
CS(=O)(=O)N1N=C(c2ccc3nccnc3c2)CC1c1ccccc1 (stereo unspecified),2,4.7,99,100,-6,6,4,1,-5
O=C(CCc1ccccc1)OCCOC(=O)CCc1ccccc1,7,-1.8,105,108,4,-1,6,-6,-25
Nc1nc(SCc2nc3scc(-c4ccccc4)c3c(=O)[nH]2)n[nH]1,8,0.7,103,104,-10,8,-6,28,-2
COc1cc(CN2CCC(C)CC2)ccc1OCc1ccccc1,13,3.2,104,107,-8,-13,11,36,16
COc1cccc(N=c2oc3c(C)ncc(CO)c3cc2C(N)=O)c1,-3,-1.5,100,93,16,-2,12,27,-2
CCNC(=O)CSc1nc(-c2ccc(F)cc2)cs1,2,-1.8,103,105,-7,1,-3,-1,-3
CN1C(=O)/C(=C/c2cc(N=Nc3ccccc3)ccc2O)SC1=S,-3,-0.5,98,86,-7,-7,-12,18,-3
O=C(NC(=S)Nc1ccc(S(=O)(=O)N2CCCC2)cc1)C1CC1,-6,-0.2,97,94,-4,8,11,12,-11
Clc1ccc(CNCCC2=CCCCC2)cc1,10,0.9,105,113,-5,2,9,12,3
CCn1c(CC(=O)Nc2ccccc2)nnc1SCc1nc2ccccc2c(=O)[nH]1,-9,-0.3,60,62,-13,-1,.,33,-2
N#CC(C#N)=Cc1c(N2CCN(c3ccccc3)CC2)nc2ccccn2c1=O,1,-2.5,101,100,-9,2,9,-3,-12
CC(=O)N1CCc2cc(S(=O)(=O)NC(C(=O)NC3CCCc4ccccc43)C(C)C)ccc21 (stereo unspecified),6,-1.6,101,104,-1,2,3,-36,-6
O=C(NC1CCCc2c1cnn2-c1cc(F)cc(F)c1)c1ccccn1 (stereo unspecified),-7,-1.2,92,92,4,1,17,10,-42
COc1ccc(-c2cc3ccc(OCC(C)=O)cc3oc2=O)cc1OC,3,0.3,98,98,-7,4,14,30,-38
O=C(CCC(=O)NNC(=O)COc1ccccc1)NCc1ccccc1,1,-0.1,103,99,-3,4,0,-4,-1
CCC(=O)Nc1c2c(nn1-c1ccc(F)cc1)CS(=O)C2 (stereo unspecified),13,-0.2,105,109,-11,4,-8,-13,-3
Cc1ccc(O)c(C(=O)c2cnc3c(c2)c(=O)n(C)c(=O)n3C)c1,-5,-0.6,98,99,-4,0,8,2,-3
O=C(NCc1ccccn1)c1ccc(CNS(=O)(=O)c2ccc(F)cc2)cc1,0,0.2,105,97,7,-6,30,3,-17
CN1CCN(S(=O)(=O)c2ccc(N3CCN(C(c4ccccc4)c4ccccc4)CC3)nc2)CC1,11,0.9,103,119,-15,1,-4,34,-2
CCn1c(O)c(C=NC2CCCC(C)C2C)sc1=S (stereo unspecified),2,-0.9,101,93,-12,-1,21,38,-14
Cc1nnc(NC(=O)CCS(=O)(=O)Cc2ccccc2)s1,13,1.6,104,109,0,4,18,28,-3

# No enrichment for hits; 6.2% or so of the library scored in one or more.
